Screening data: PubChem BioAssay, National Center for Advancing Translational Sciences (NCATS)
TrxR1 inh: rat TrxR1 inhibition | AID 588453 | Potency, µM (top dose mostly 114 µM), inactives show top-dose activity change, negative = inhibition, hits mostly inhibitors | recombinant rTrxR1, NADPH fluorescence consumption, selenite substrate | 390,000 compounds, 1% hits | O89049; note: potency is the fitted concentration of half-maximal effect; % is set by controls: 0 for no effect and ±100 for the full control effect; nearly all actives have a fitted effect of over 65% in size
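Rat TrxR1 (90 nM in the dispensed reagent) was pre-reduced with 400 uM NADPH for 5 min at room temperature, then incubated with compound for 15 min. After 400 uM selenite was added, NADPH fluorescence (Ex 340/Em 450 nm) was followed for 8 min.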
GLS inhibitor: glutaminase GLS (human) inhibition; 410,000 compounds, 0.21% hits; Potency, µM (top dose mostly 45.5 µM), for inactives: at the highest dose activity change, negative = inhibition, hits mostly inhibitors; O94925; GLS enzymatic activity, qHTS titration; AID 624170; note: potency is the fitted concentration of half-maximal effect; % is set by controls: 0 for no effect and ±100 for the full control effect
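Two-point fluorescence kinetic (t0, 30 min RT) for hKGA; glutamate detected via glutamate oxidase–HRP–Amplex Red. Substrate: 1 mM L-glutamine solution; buffer 45 mM KH2PO4, pH 8.2.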
PI4K2A inh: inhibitors of human PI4K2A; Q9BTU6; purified PI4K2A, ADP-Glo luminescence, 1 h; hits give low values; activity change, negative = inhibition, % at 76.9 µM; 420,000 compounds, 0.13% hits; AID 1346378; in the data active = activity change below about -50%; inconclusive = mostly about -30% to -49%;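 note: -100% = wells without enzyme as full effect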
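ADP-Glo luminescence measured ADP generated by PI4K2A enzyme (4 ug/mL before mixing) with 1.2 mM PI substrate (pre-mix) and 300 microM ATP (pre-mix). Tris pH7.5 buffer with MgCl2, Triton X-100; 1 h reaction at ambient temperature.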
HP1b binding inh: HP1-beta chromodomain-methylated histone interaction inhibition. 390,000 compounds, 0.56% hits. AlphaScreen HP1-beta / biotin-H3K9me3 peptide binding. AID 540317. Potency, µM (doses to about 114 µM), for the others: at the top dose activity change, negative = inhibition, most hits filed as inhibitors; note: potency is the fitted concentration of half-maximal effect; nearly all actives have a fitted effect of over 70% in size; inactives centre near 23
Target sequence (P83916 whole entry, looked up): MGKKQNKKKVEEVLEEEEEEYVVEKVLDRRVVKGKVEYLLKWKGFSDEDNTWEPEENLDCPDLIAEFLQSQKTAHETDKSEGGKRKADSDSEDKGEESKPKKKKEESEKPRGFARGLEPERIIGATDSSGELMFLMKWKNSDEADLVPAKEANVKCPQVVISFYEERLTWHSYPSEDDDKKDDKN
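Compound inhibition of the preformed complex between 50 nM HP1-beta and 50 nM biotinylated H3K9me3 peptide was read by AlphaScreen. Buffer was PBS pH 7.4 with 0.01% Tween-20. Incubations ran 30 min at room temperature, with 10 ug/mL donor/acceptor beads.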
TrxR1 substrate: substrates of rat thioredoxin reductase 1 | O89049 | purified TrxR1 substrate turnover, NADPH consumption readout | Potency, µM (titrated, usually from 114 µM), for inactives: top-dose activity change, negative = substrate turnover | 390,000 compounds, 0.01% hits | AID 588456; note: potency is the fitted concentration of half-maximal effect; % is set by controls: 0 for no effect and ±100 for the full control effect; nearly all actives have a fitted effect of over 50% in size
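Rat TrxR1, dispensed at 90 nM, was prereduced with 400 uM NADPH (final) for 5 min at ~22 deg C, then incubated with compound 15 min before 400 uM selenite. A first-read NADPH fluorescence drop versus no-compound background flagged substrates.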
Pin1 inhibitor: human Pin1 inhibition; 390,000 compounds, 0.009% hits; Q13526; Pin1 FP peptide displacement, HiFluor488, 10 min; Potency, µM (titrated, usually from 115 µM), without a hit: at the highest dose activity, negative = inhibition, usual class: inhibitors; active = well fitted inhibition curve with a large enough effect in the polarisation, with a control signal flat, not every such curve was filed as active; inconclusive = small, poorly fitted or top-dose-only effect, or effect the other way, or a change in a side signal; inactive = no such curve, though single readings can be large or run the other way; the % refers to the polarisation; note: potency is the fitted concentration of half-maximal effect; % is set by controls: 0 for no effect and ±100 for the full control effect
Target sequence (Q13526 whole entry, looked up): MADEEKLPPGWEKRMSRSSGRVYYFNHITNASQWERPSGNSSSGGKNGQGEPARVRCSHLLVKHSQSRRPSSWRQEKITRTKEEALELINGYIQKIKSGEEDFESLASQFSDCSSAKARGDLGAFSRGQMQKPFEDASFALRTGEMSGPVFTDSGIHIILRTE
USP1-UAF1 inh: blocks the human USP1/UAF1 deubiquitinase complex; O94782; recombinant USP1/UAF1, Ub-Rhodamine cleavage fluorescence; Potency, µM (highest dose often 57.1 µM), inactives show at the top dose activity change, negative = inhibition, actives largely listed as inhibitors; 390,000 compounds, 0.23% hits; note: potency is the fitted concentration of half-maximal effect; % is set by controls: 0 for no effect and ±100 for the full control effect; nearly all actives have a fitted effect of over 60% in size; inactives centre near -12
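USP1/UAF1 complex at 1 nM was preincubated with compound for 15 min at room temperature, then Ub-Rho substrate (150nM final) was added. Fluorescence (480/540 nm) was read kinetically, 6 reads every 60 seconds.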
PGK inhibitor: inhibitors of T. brucei phosphoglycerate kinase. P07378. 380,000 compounds, 0.043% hits. PGK/GAPDH coupled, Kinase-Glo luminescence, 60 min. AID 602233. Potency, µM (highest dose often 57.5 µM), inactives show at the top dose activity change, negative = inhibition, most hits filed as inhibitors; note: potency is the fitted concentration of half-maximal effect; % is set by controls: 0 for no effect and ±100 for the full control effect; nearly all actives have a fitted effect of over 60% in size
Target sequence (P07378 whole entry, looked up): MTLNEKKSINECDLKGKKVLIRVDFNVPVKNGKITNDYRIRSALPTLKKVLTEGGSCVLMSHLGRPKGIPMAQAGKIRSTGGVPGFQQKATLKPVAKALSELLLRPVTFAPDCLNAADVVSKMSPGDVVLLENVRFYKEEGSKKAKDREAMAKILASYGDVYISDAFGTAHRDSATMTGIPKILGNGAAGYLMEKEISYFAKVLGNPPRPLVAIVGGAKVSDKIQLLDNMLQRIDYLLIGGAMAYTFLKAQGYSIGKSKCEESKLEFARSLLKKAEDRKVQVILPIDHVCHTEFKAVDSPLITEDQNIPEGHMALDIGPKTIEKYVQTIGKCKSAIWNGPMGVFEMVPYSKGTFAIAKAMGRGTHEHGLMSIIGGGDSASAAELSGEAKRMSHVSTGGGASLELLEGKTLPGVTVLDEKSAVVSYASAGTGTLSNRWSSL
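Luminescent ATP detection (Kinase-Glo Plus) follows a 60-minute room-temperature incubation, with wells lacking PGK as controls. Buffer: 100 mM TEA (pH 7.6), 5 mM MgCl2, 0.01% Tween-20. Coupling enzyme GAPDH (100 nM final) supplies unstable 1,3-BPG in-well.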
mIDH1 inhibitor: inhibitors of human mutant IDH1 R132H; O75874; IDH1-R132H enzyme, NADPH consumption, diaphorase/resazurin fluorescence; Potency, µM (series often up to 76.6 µM), for inactives: at the top dose activity change, negative = inhibition, usual class: inhibitors; 390,000 compounds, 0.093% hits; AID 602179; note: potency is the fitted concentration of half-maximal effect; % is set by controls: 0 for no effect and ±100 for the full control effect; nearly all actives have a fitted effect of over 65% in size
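IDH1-R132H (0.5 ug/mL) preincubated 30 min with compound, then NADPH (0.016 mM) and alpha-KG (2 mM) added; 80 min at RT, pH 7.5. Remaining NADPH coupled via diaphorase/resazurin to fluorescence (540/590 nm); concentration-response curves normalized to no-enzyme control.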
Starred values were filed as active, the others as inactive; i = inactive; ? = inconclusive; nt = no result given; & = joins results of further samples; [ ] = remark or other dose. Unless noted, calls come from the whole dose curve; as a rule, active = well fitted curve in the direction sought with a large enough effect; inconclusive = small, poorly fitted or top-dose-only effect, or another doubt; inactive = no such curve, though single readings can be large; an effect the other way counts as inactive or inconclusive. Not all compounds are listed, so the mix of outcomes need not match the whole.

SMILES | TrxR1 inh | GLS inhibitor | PI4K2A inh | HP1b binding inh | TrxR1 substrate | Pin1 inhibitor | USP1-UAF1 inh | PGK inhibitor | mIDH1 inhibitor
S=c1[nH]nc(-c2ccc(Cl)cc2Cl)n1-c1ccccc1 | -12% | 7% | 1 | 28% | 0% | -5% | -1% | -5% | 6%
CCC(C)(C)C1CCc2[nH]nc(C(=O)NCc3ccc(OC)cc3)c2C1 (centres undefined) | 4% | 0% | 2 | 24% | -9% | 5% | ? | 1% | 0%
CC1(c2nnc(-c3cccc(Cl)c3)o2)CC(c2ccccc2Br)=NO1 (centres undefined) | 9%[57.1 µM] | 3% | -3 | 64%[activator] | 5%[57.1 µM] | 5% | ? | 1% | 7%
CC(C)(C)C1=NN(c2ccc([N+](=O)[O-])cc2)C(c2ccccc2)C1 (centres undefined) | 5% | 0% | 2 | 45%[activator] | -3% | 20% | -20% | i | -4%
CC1(C)Oc2ccc3ccc(=O)oc3c2/C(=C/NNC(N)=O)C1=O | 5% | 12% | -4 | 23% | -7% | 11% | -17% | i | -2%
FC(F)(F)c1cc(-c2ccccc2)nc(N2CCOCC2)n1 | -6% | 8% | 8 | nt | -8% | -4% | -22% | i | 11%
Cc1ccc(S(=O)(=O)N2CCOCC2)cc1NC(=O)CSc1ncccn1 | 7% | 4% | 2 | 8% | -1% | -2% | -9% | 2% | 1%
O=C(NCCNC(=O)c1ccccc1F)c1ccco1 | -5% | -4% | 2 | 4% | -5% | 0% | ? | -4% | 3%
CCC(=O)N1CCc2cc(S(=O)(=O)CCC(=O)NCCc3ccccc3)ccc21 | 15%[57.1 µM] | -6% | -1 | 36%[activator] | 25%[57.1 µM] | -8% | -16% | -7% | 12%
O=C(CSc1nnc2ccc(-c3ccccn3)nn12)NCCc1ccccc1 | 12%[57.1 µM] | -9% | 0 | 52%[activator] | -6%[57.1 µM] | 4% | ? | -1% | 0%
Cc1ccc(NC(=O)CSc2nc3ncc(Br)cc3[nH]2)cc1C | -17% | 3% | -6 | 48%[activator] | -12% | -3% | -13% | -4% | -18%
O=C(COc1ccccc1-c1ccccc1)N/N=C/c1ccc2ccccc2c1 | -12% | -4% | 0 | 45%[activator] | -4% | ? | -18% | -4% | 1%

Rewritten with tabs: 7 of the compounds above
SMILES	TrxR1 inh	GLS inhibitor	PI4K2A inh	HP1b binding inh	TrxR1 substrate	Pin1 inhibitor	USP1-UAF1 inh	PGK inhibitor	mIDH1 inhibitor
S=c1[nH]nc(-c2ccc(Cl)cc2Cl)n1-c1ccccc1	-12%	7%	1	28%	0%	-5%	-1%	-5%	6%
CCC(C)(C)C1CCc2[nH]nc(C(=O)NCc3ccc(OC)cc3)c2C1 (centres undefined)	4%	0%	2	24%	-9%	5%	?	1%	0%
CC1(c2nnc(-c3cccc(Cl)c3)o2)CC(c2ccccc2Br)=NO1 (centres undefined)	9%[57.1 µM]	3%	-3	64%[activator]	5%[57.1 µM]	5%	?	1%	7%
CC(C)(C)C1=NN(c2ccc([N+](=O)[O-])cc2)C(c2ccccc2)C1 (centres undefined)	5%	0%	2	45%[activator]	-3%	20%	-20%	i	-4%
CC1(C)Oc2ccc3ccc(=O)oc3c2/C(=C/NNC(N)=O)C1=O	5%	12%	-4	23%	-7%	11%	-17%	i	-2%
FC(F)(F)c1cc(-c2ccccc2)nc(N2CCOCC2)n1	-6%	8%	8	nt	-8%	-4%	-22%	i	11%
Cc1ccc(S(=O)(=O)N2CCOCC2)cc1NC(=O)CSc1ncccn1	7%	4%	2	8%	-1%	-2%	-9%	2%	1%

Next part:
SMILES | TrxR1 inh | GLS inhibitor | PI4K2A inh | HP1b binding inh | TrxR1 substrate | Pin1 inhibitor | USP1-UAF1 inh | PGK inhibitor | mIDH1 inhibitor
Cn1cc(CN2CCN(Cc3cccnc3)CC2)c(-c2ccc3c(c2)OCCO3)n1 | -8% | 5% | 1 | 22% | -2% | -10% | -6% | 2% | 10%
Cc1ccc(NC(=O)CN(CCc2ccccc2)S(=O)(=O)c2ccccc2)c(C)c1 | 15% | -2% | 1 | 48%[activator] | -1% | ? | -2% | 12% | -9%
CC(Oc1ccc2ccc(=O)oc2c1)C(=O)NCCCn1ccnc1 (centres undefined) | 18% | -3% | 8 | 20% | 21% | -14% | -20% | -7% | -6%
CN(c1ccc(F)cc1)S(=O)(=O)N1CCCC(C(=O)NCc2ccccc2Cl)C1 (centres undefined) | 6% | 0% | -2 | 46%[activator] | -5% | 2% | -2% | i | 5%
CCOC(=O)[C@@H]1[C@H]2COc3ccc(Br)cc3[C@H]2N2C(=O)N(c3ccc(Br)cc3)C(=O)[C@]12C | 0% | 8% | -5 | 9% | -8% | -5% | 4% | 5% | 0%
Cc1c(N2C(=O)c3cccc4cccc(c34)C2=O)cnn1C | -5%[57.1 µM] | 2% | 1 | 26% | -6%[57.1 µM] | -11% | -8% | 1% | 4%
COc1ccc(C(=O)NCC(=O)N/N=C/C(C)=C/c2ccccc2)cc1OC | -7% | 5% | 0 | 28% | -2% | 4% | -23% | i | 3%
COc1ccc(N(CC(=O)N2CCN(c3ccc(F)cc3)CC2)S(=O)(=O)c2c(C)n[nH]c2C)cc1 | 11%&6% | 0%&33% | 2&0 | 28%&25% | -2%&2% | -2%&1% | -24%&-15% | -2%&-10% | -12%&1%
CCc1ccc2ncc3c(-c4ccccc4)nn(-c4ccccc4)c3c2c1 | 14% | 4% | 4 | 4% | 4% | -1% | -23% | -4% | 17%
COC(=O)c1cc(C)sc1NC(=O)CCc1ccccc1 | 3%[57.1 µM] | 5% | 0 | 130%[activator] | -7% | -1% | -7% | -9% | 0%
C/C(=N/NC(=O)CNC(=O)c1ccc2c(c1)OCO2)c1ccc2c(c1)CCCC2 | 17%[57.1 µM] | -3% | 4 | 2% | -3% | 3% | -20% | 3% | 1%
Cc1cc(C)nc(N2CCCC(C(=O)NC(C)C)C2)n1 (centres undefined) | 32% | -11% | 2 | 33% | 18% | 1% | -16% | -2% | 0%
CCCC(CCC)C(=O)Nc1nnc2n1CCS2 | 5%[57.1 µM] | -17% | -2 | 5%[57 µM] | -4%[57.1 µM] | ? | ? | 5% | 0%
O=C(CCC(=O)OCc1ccc(Cl)cc1)Nc1ccccc1 | 11% | 2% | -3 | 30% | 3% | 0% | -20% | -8% | 4%
COc1ccc(NC(=O)c2cc(-c3ccccc3F)no2)cc1 | 0% | 1% | 2 | 49% | 0% | -5% | -15% | 4% | -2%
O=C(C=Cc1ccccc1)N1CCCCC1 | 11% | -1% | -3 | 14% | 5% | 4% | -2% | 6% | -5%
CC(=O)C12CCCCC1CC1C3CC(C)C4(O)CC(=O)CCC4(C)C3CCC12C (centres undefined) | 17% | 1% | -1 | 25% | -2% | -2% | -2% | -2% | -3%
COc1cc2c(cc1OC)CN(C(=O)c1ccc(N3CCCC3)c([N+](=O)[O-])c1)CC2 | -16% | 3% | 4 | ? | -10% | -5% | -19% | -9% | 12%
Cc1cc2nc(CCN(C(=S)NCC3CCCO3)C3CCCC3)[nH]c2cc1C (centres undefined) | 18% | 16% | 5 | 13% | 1% | 1% | -10% | 2% | 11%
CC(C)c1ccc(NC(=S)NN2CCOCC2)cc1 | 4% | -3% | 0 | 57%[activator] | 3% | 32%[activator] | -12% | -4% | -1%
O=C(CN1C(=O)NC2(CCOc3ccccc32)C1=O)N1CCCCC1 (centres undefined) | 10% | 7% | -4 | 34%[activator] | -3% | -3% | 6% | -4% | 2%
O=C1[C@@H](c2ccccc2)[C@@H](c2ccccc2)N1c1cccnc1 | ? | 15% | 1 | 43%[activator] | 0% | 5% | -12% | 8% | 0%[38.3 µM]
O=C(CCCC(=O)N1CCc2ccccc21)N1CCc2ccccc21 | 12%[57.1 µM] | -9% | 2 | 28% | 3% | ? | -8% | -3% | 2%
CCOC(=O)c1c(N)nn(C(C)=O)c1-c1ccccc1 | -6% | 5% | -3 | 33% | -6% | -1% | -19% | i | 1%
Cc1ccc(S(=O)(=O)NCC(=O)NCC(=O)OCC(=O)N2CC(=O)Nc3ccccc32)cc1C | 8% | 49%[activator] | 4 | ? | -2% | 3% | -10% | -5% | 9%
CCOC(=O)c1nn(-c2ccccc2)c(=O)cc1SC1CCCCC1 | 19%[57.1 µM] | 0% | 7 | 25% | -7%[57.1 µM] | -1% | -12% | i | 5%
CC1CCCCC1NC(=O)CN1C(=O)c2cccc(N)c2C1=O (centres undefined) | 16%[57.1 µM] | 5% | 2 | 31% | 15%[57.1 µM] | ? | -16% | 0% | 11%
Cc1cc(C)cc(OCC(=O)NCc2nc(-c3ccccc3)no2)c1 | 15% | -18% | 1 | 38% | -5% | ? | -9% | nt | 2%
